High-throughput results: PubChem, Broad Institute
ARNT-TACC3 inh = disrupts binding between human ARNT and TACC3 | AlphaScreen His-ARNT PAS-B/GST-TACC3 binding, luminescence; TACC3 fragment carries E629A point mutation | 390,000 tested, 0.66% active | AID 623870 | inhibition, % at 9.99 µM;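 active = mean inhibition of replicates at least 50% and at least half of replicates each reaching 50%; inconclusive = half or more replicates reach 50% but mean below 50%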;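 also: 0% = complete ARNT plus TACC3 wells and 100% = ARNT alone without TACC3; many hits fall short of the cut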
DENV2 CPE = protects cells from dengue virus 2 cytopathic effect; DENV2-infected cells, cytopathic effect rescue, plate reader; CPE inhibition, % at 9.99 µM; 350,000 tested, 1.7% active; in the data active = CPE inhibition above about 20%, passing the limit was not always enough; inconclusive = no clear call, values can overlap the other calls; tested in BHK-21 cells;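 also: 0% = median of neutral control wells and 100% = median of positive control wells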
PAX8 reporter = PAX8 transcriptional activity inhibition; RMG-I TPO-luciferase reporter, SteadyGlo, 24 h; AID 652154; 360,000 tested, 1.2% active; inhibition, % at 12.6 µM;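 active = mean replicate inhibition at least 60% with every replicate also reaching 60%; inconclusive = only one of the two criteria is met; inactive = mean below 60% and not all replicates reaching 60%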;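 also: luciferase light reporting Pax8 driven TPO promoter activity; plate controls were median of neutral control wells for no effect and mitoxantrone controls for full effect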
ERp5 inh = ERp5 (human) disulfide isomerase inhibition; Q15084; ERp5 insulin aggregation, absorbance 650 nm, 90 min; inhibition, % at 9.99 µM; 350,000 tested, 0.05% active; AID 651711;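 active = mean replicate inhibition above about 25%, with every replicate also reaching it, limit read from the data, passing the limit was not always enough; inconclusive = only one of those two criteria met; inactive = neither criterion met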
Target sequence (Q15084 whole entry, looked up): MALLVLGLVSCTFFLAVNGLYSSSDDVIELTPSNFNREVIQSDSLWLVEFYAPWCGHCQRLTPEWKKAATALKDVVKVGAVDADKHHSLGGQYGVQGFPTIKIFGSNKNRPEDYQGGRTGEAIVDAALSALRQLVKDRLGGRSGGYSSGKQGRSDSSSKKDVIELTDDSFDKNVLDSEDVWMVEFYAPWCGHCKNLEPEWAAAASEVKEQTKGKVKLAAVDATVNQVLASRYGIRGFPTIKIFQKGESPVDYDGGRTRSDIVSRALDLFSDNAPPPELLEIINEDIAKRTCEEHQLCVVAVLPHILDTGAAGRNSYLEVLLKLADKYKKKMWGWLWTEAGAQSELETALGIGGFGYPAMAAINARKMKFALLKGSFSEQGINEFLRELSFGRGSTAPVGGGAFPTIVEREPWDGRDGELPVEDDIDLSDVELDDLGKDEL
CFTR F508del cor = CFTR F508del correction in bronchial cells. activity (quench increase), % at 7.58 µM. CFBE cells, YFP halide quenching; stimulated with forskolin plus potentiator P3; % fluorescence drop versus neutral controls. 350,000 tested, 0.36% active. AID 720511;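 active = mean added fluorescence quench of at least 8% versus neutral control, with both replicates also reaching 8%; inconclusive = only one of the mean or replicate conditions met; inactive = mean below 8% and not both replicates reaching 8%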;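 also: cells transiently co-express mutant CFTR-F508del with the halide-sensitive YFP; corrector assay measuring rescue of mutant channel to the surface after 24 h compound exposure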
Xi reactivation = reactivates the inactive X chromosome in mouse fibroblasts; XiGFP mouse fibroblasts, % GFP-positive cells imaging, 3 d; cells co-treated with 5-aza-dC sensitizer; scaled so ellipticine positive control = 100%; activation, % at 7.58 µM; 360,000 tested, 0.055% active; AID 743238;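 active = mean normalized replicate activation at least 10% and every replicate at or above 10%; inconclusive = only one of the two criteria met; inactive = mean below 10% and not all replicates reach 10%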;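 also: 0% = median of on-plate neutral control wells and 100% = ellipticine 6 µM median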
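System: XiGFP fibroblasts, SV40-immortalized. Medium: DMEM plus 5-aza-dC sensitizer. Doses: single point. Timing: 3 d treatment, 15 min room-temperature fixation. Control set: ellipticine 6 µM.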
INS-1E GSIS act = GLuc luminescence reporter in INS-1E cells, primary screen for activators of glucose-dependent secretion of insulin; INS-1E GLuc reporter insulin secretion, 2-3 h; activation, % at 16.6 µM; 370,000 tested, 0.61% active;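 active = lowest replicate activation of at least 40%, so every replicate reaches that level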;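 also: 0% = median of neutral control wells and 100% = median of IBMX positive control wells; some compounds called inactive have numbers as strong as hits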
EWS-Fli inh = blocks EWS/Fli oncoprotein-driven transcription; inhibition, % at 12.6 µM; 350,000 tested, 0.67% active; A673 NR0B1-luciferase reporter, viability-normalised;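 active = mean inhibition of at least 50% after viability correction, with every replicate also passing that limit; inconclusive = mean reaches 50% but only one of two replicates passes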;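 also: firefly luciferase signal divided by Alamar Blue viability fluorescence both relative to DMSO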
An asterisk follows results filed as active; ? = inconclusive; . = not tested or not shown; & = joins results of further samples.

The first eleven records, ahead of the listing:
Structure	ARNT-TACC3 inh	DENV2 CPE	PAX8 reporter	ERp5 inh	CFTR F508del cor	Xi reactivation	INS-1E GSIS act	EWS-Fli inh
CC(C)Cn1cnc2c1c(=O)n(CC(=O)NC(=O)NC(C)(C)C)c(=O)n2Cc1ccccc1	-1	3	6	3	-2.7	0.2	-5	5
COc1ccccc1NC(=O)Cn1c(=O)n2nc(C)nc2c2ccccc21	.	-6	3	6	-3.6	0.3	11	-2
O=C(C[C@@H]1C[C@H]2c3cc(NC(=O)Nc4ccccc4F)ccc3O[C@H]2[C@@H](CO)O1)NC1CCCC1	-24	-3	-6	2	0.2	0.1	-7	-1
CCCCN(C(=O)CCCc1nc2ccccc2s1)c1c(N)n(CC(C)C)c(=O)[nH]c1=O	-7	?	8	3	-1.4	0.0	-2	3
O=[N+]([O-])c1ccc(CC(Cl)c2ccccn2)cc1 (stereo not drawn)	1	-15	.	-3	-0.2	2.2	-1	-65
C[C@@H]1CCCCO[C@H](CN(C)S(C)(=O)=O)[C@@H](C)CN([C@H](C)CO)C(=O)c2cc(NS(C)(=O)=O)ccc2O1	3	1	-8	.	0.6	-0.1	8	-17
FC(F)(F)c1cnc2c(c1)[nH]c(=S)n2-c1ccc(Cl)cc1	7	3	-11	-4	1.8	0.1	11	-5
CC1CN2C(c3ccc([N+](=O)[O-])cc3)=CSC2=N1 (stereo not drawn)	-4	-3	3	1	0.5	-0.1	12	4
C[C@H](O)C#Cc1cnc2c(c1)C(=O)N([C@H](C)CO)C[C@H](C)[C@@H](CN(C)Cc1cncnc1)O2	9	.	-13	.	-1.2	-0.3	10	-8
CCC1=NN(C(=O)c2ccc(Br)cc2)C(O)(c2ccccc2)C1 (stereo not drawn)	0	1	10	-7	.	-0.1	-1	-3
CCc1ccc(OCC(=O)NNC(=O)CSc2nnc(-c3ccc(C)cc3)n2C)cc1	-8	.	-14	.	.	0.2	11	.

Results, previewed entries included:
Structure	ARNT-TACC3 inh	DENV2 CPE	PAX8 reporter	ERp5 inh	CFTR F508del cor	Xi reactivation	INS-1E GSIS act	EWS-Fli inh
CC(C)Cn1cnc2c1c(=O)n(CC(=O)NC(=O)NC(C)(C)C)c(=O)n2Cc1ccccc1	-1	3	6	3	-2.7	0.2	-5	5
COc1ccccc1NC(=O)Cn1c(=O)n2nc(C)nc2c2ccccc21	.	-6	3	6	-3.6	0.3	11	-2
O=C(C[C@@H]1C[C@H]2c3cc(NC(=O)Nc4ccccc4F)ccc3O[C@H]2[C@@H](CO)O1)NC1CCCC1	-24	-3	-6	2	0.2	0.1	-7	-1
CCCCN(C(=O)CCCc1nc2ccccc2s1)c1c(N)n(CC(C)C)c(=O)[nH]c1=O	-7	?	8	3	-1.4	0.0	-2	3
O=[N+]([O-])c1ccc(CC(Cl)c2ccccn2)cc1 (stereo not drawn)	1	-15	.	-3	-0.2	2.2	-1	-65
C[C@@H]1CCCCO[C@H](CN(C)S(C)(=O)=O)[C@@H](C)CN([C@H](C)CO)C(=O)c2cc(NS(C)(=O)=O)ccc2O1	3	1	-8	.	0.6	-0.1	8	-17
FC(F)(F)c1cnc2c(c1)[nH]c(=S)n2-c1ccc(Cl)cc1	7	3	-11	-4	1.8	0.1	11	-5
CC1CN2C(c3ccc([N+](=O)[O-])cc3)=CSC2=N1 (stereo not drawn)	-4	-3	3	1	0.5	-0.1	12	4
C[C@H](O)C#Cc1cnc2c(c1)C(=O)N([C@H](C)CO)C[C@H](C)[C@@H](CN(C)Cc1cncnc1)O2	9	.	-13	.	-1.2	-0.3	10	-8
CCC1=NN(C(=O)c2ccc(Br)cc2)C(O)(c2ccccc2)C1 (stereo not drawn)	0	1	10	-7	.	-0.1	-1	-3
CCc1ccc(OCC(=O)NNC(=O)CSc2nnc(-c3ccc(C)cc3)n2C)cc1	-8	.	-14	.	.	0.2	11	.
CCOC(=O)c1ccc(-n2c(C)ccc2C)cc1	-3	.	3	.	.	-0.1	18	.
Cc1ccc(NC(=O)CSc2nc3nc(C)c(Br)cc3[nH]2)cc1F	-5	16	1	-2	0.8	0.0	9	.
CN1C(=O)c2cc(NC(=O)c3cnccn3)ccc2OC[C@@H]2O[C@H](CC(=O)N[C@H]3CCN(Cc4ccccc4)C3)CC[C@@H]21	-2	8	-1	-3	0.9	0.0	-3	-4
COC(=O)C[C@H]1CC[C@@H]2[C@@H](COc3ccc(NC(=O)Nc4c(C)noc4C)cc3C(=O)N2C)O1	-6	10	-21	3	0.2	0.0	10	-2
COc1ccc(CN(C)C[C@H]2OCCCC[C@@H](C)Oc3ccc(NS(=O)(=O)c4ccccc4)cc3C(=O)N([C@@H](C)CO)C[C@H]2C)cc1	10	34*	-7	1	0.2	0.0	-2	3
O=C(NC1CCCCCCC1)c1ccc(F)c(S(=O)(=O)N2CCOCC2)c1	1	-5	4	2	-2.0	0.2	-8	0
N#Cc1ccc(S(=O)(=O)N2CCCc3nc(-c4ccccc4)ccc32)cc1	.	6	-10	0	2.1	0.0	7	-3
NC1=NC2(CS1)CSC(N)=N2	.	-3	-18	5	1.4	-0.1	3	-4
Cc1ccc(N(Cc2cc3ccc(C)cc3[nH]c2=O)S(=O)(=O)c2ccccc2)c(C)c1	25	5	-1	4	-4.5	0.0	30	.
Cc1nc2ccc(C(=O)N(C)Cc3ccccc3)cn2c1N(C)C(=O)CCc1ccccc1	.	-5	-20	6	0.4	0.1	-5	-18
CC(=NCc1cccc(Cl)c1)c1nc(-c2ccco2)oc1O	23	.	-33	.	.	0.0	-26	.
CC(C)(C)c1ccc(OCC(=O)NNC(=O)Nc2ccccc2)cc1	-1	1	16	5	-0.9	0.3	12	6
COc1ccc2oc(C(=O)OCC(=O)Nc3ccc(OC)c(S(N)(=O)=O)c3)c(C)c2c1	-1	-2	-25	-4	0.1	-0.1	-5	-5
COc1ccccc1CCCNC(=O)C1CCC(=O)N(Cc2ccccc2F)C1 (stereo not drawn)	31	0	-162	-1	1.1	0.1	11	.
CC1=C(C(=O)OCC2CCCO2)C(c2ccc(C)cc2)C2=C(CCCC2=O)N1 (stereo not drawn)	-2	-2	-1	2	2.3	0.0	.	12
O=C(N/N=C/c1ccc(Br)s1)c1cccnc1	13	.	-10	.	.	0.0	-7	.
CC(=O)c1ccc(OCc2cc(C(=O)N3CCC(c4ccncc4)CC3)no2)cc1	4	0	15	2	0.6	0.1	-1	6
Cc1onc(-c2ccccc2Cl)c1C(=O)N1CCCCCC1	-6	-1	6	1	0.0	0.1	13	-4
O=C(c1cccc(F)c1)N1CC2(C1)[C@H](c1ccccc1)[C@H](CO)N2Cc1ccccn1	.	-13	-2	3	0.4	0.0	3	5
COc1ccc(C(=O)COc2ccc3ccc(=O)oc3c2)cc1	10	-5	-20	-6	-1.4	0.1	2	-4
O=c1c2sc3nc(N4CCOCC4)c4c(c3c2ncn1-c1ccccc1)CCCC4	-2	1	18	3	1.8	0.1	7	-30
O=C(CCl)NN1C(=O)NC(c2ccccc2)(c2ccccc2)C1=O	-29	-1	-22	4	1.4	0.0	4	3
C/C(CC(=O)Nc1cccc2c1CCCC2)=N\NC=O	-4	-3	-7	-4	3.1	0.3	-10	9
O=C(COC(=O)Cc1c[nH]c2ccccc12)NC1CCCCC1	-5	-2	21	-1	-2.5	0.0	11	-5
CC[C@@H](C)[C@@H]1CN([C@@H](CN2CCC[C@H]2CN2C(N)=NC[C@H]2CC(C)C)C(C)C)C(=N)N1CCCC1CCCC1	.	5	-1	0	-0.6	0.5	30	2
C[C@@H]1CN([C@H](C)CO)C(=O)c2cccc(NC(=O)c3cnccn3)c2O[C@H]1CN(C)S(=O)(=O)c1ccccc1	.	.	-4	.	-0.5	-0.2	-4	17
O=C(CSc1ccccc1)Nc1ccc(-c2nc3ccccc3[nH]2)cc1	-2	.	-81	.	.	0.0	55	.
C[C@H](NC(=O)N(C)C[C@@H]1OCc2ccccc2-c2ccccc2C(=O)N([C@H](C)CO)C[C@H]1C)c1ccccc1	-15	-3	0	0	3.1	0.3	-1	4
Cc1ccccc1/C=N/Nc1nc2ccccc2[nH]1	18	7	-129	0	0.6	0.0	-10	-123
COc1ccc(NC(=O)c2cccnc2N2CCOCC2)cc1	1	10	4	-3	-0.9	0.0	-14	-1
COC(C(=O)N1CCC(CCC(=O)Nc2ccccc2)CC1)c1ccccc1 (stereo not drawn)	-2	-7	-84	0	0.4	0.0	-6	.
C[C@@H]1CN([C@H](C)CO)C(=O)c2cc(NS(C)(=O)=O)ccc2O[C@@H]1CN(C)Cc1ccc(C(F)(F)F)cc1	15	-9	-11	-3	4.2	-0.1	-6	1
CN(C)C(=O)c1cccc(-c2ccc(C3[C@H]4CNC[C@@H]3N4C(=O)Nc3cc(F)ccc3F)cc2)c1 (stereo partly drawn)	.	1&-1	3&-21	-4&4	-0.5&-1.6	0.1&0.0	2&7	1&19
CCN(CC)S(=O)(=O)c1cccc(C(=O)NC(C(=O)NCCc2ccccn2)C(C)C)c1 (stereo not drawn)	-31	-2	.	4	-0.3	0.6	.	-1
CCC(=O)Nc1ccc2c(c1)OC[C@H](C)N(C(=O)c1ccccc1F)C[C@@H](C)[C@H](OC)CN(C)C2=O	-2	-7	-26	12	.	0.3	-8	3
CCc1cccc(NC(=O)O[C@H]2[C@H](OC(=O)Nc3ccc4c(c3)OCO4)[C@@H](OC(=O)Nc3ccc4c(c3)OCO4)[C@@H](OC)O[C@@H]2CO)c1	34	-1	6	-1	-0.5	.	.	6
CCN(C[C@@H]1N[C@@H](CO)[C@H]1c1ccc(-c2cccc(F)c2)cc1)C(=O)COC	3	-3	11	0	-1.1	0.6	-11	-15
CC12CC3CC1C(C(=O)O2)C3C(=O)O (stereo not drawn)	-4	12	-22	-1	1.4	0.3	12	-2
C[C@H]1CN([C@@H](C)CO)C(=O)Cc2cc(NS(=O)(=O)c3ccccc3)ccc2O[C@@H]1CN(C)C(=O)Nc1ccc(C(F)(F)F)cc1	.	-5	24	-8	1.4	8.8	6	9
CC(=O)N[C@@H]1CC[C@H](CCNC(=O)C2CCC2)O[C@@H]1CO	.	-5	-16	0	1.1	1.6	-3	6
Cc1ccc(NS(=O)(=O)c2cccc(C(=O)NNC(=O)c3ccco3)c2)c(C)c1	29	-4	.	3	-1.5	0.4	8	-12
CC(C)(C)c1ccc(C(=O)CCC(=O)OCC(=O)NCCc2ccc(S(N)(=O)=O)cc2)cc1	0	3	10	-1	3.1	-0.1	-21	36
C[C@@H]1CN([C@H](C)CO)C(=O)Cc2cc(NS(=O)(=O)c3ccc(Cl)cc3)ccc2O[C@@H]1CN(C)C(=O)Nc1ccccc1	-6	27*	-8	-1	-0.4	-0.1	-2	14

Rows are unselected; 4.2% or so of the library scored in one or more.
